Assay outcomes: PubChem, National Center for Advancing Translational Sciences (NCATS)
TDP1 inh = TDP1 (human) enzyme inhibition | Q9NUW8 | recombinant TDP1, AlphaScreen DNA substrate cleavage | Potency, µM (top dose mostly 130 µM), for the others: top-dose activity change, negative = inhibition, hits mostly inhibitors | 0.28% of 350,000 active; also: nearly all actives have a fitted effect of over 40% in size
Target sequence (Q9NUW8 whole entry, looked up): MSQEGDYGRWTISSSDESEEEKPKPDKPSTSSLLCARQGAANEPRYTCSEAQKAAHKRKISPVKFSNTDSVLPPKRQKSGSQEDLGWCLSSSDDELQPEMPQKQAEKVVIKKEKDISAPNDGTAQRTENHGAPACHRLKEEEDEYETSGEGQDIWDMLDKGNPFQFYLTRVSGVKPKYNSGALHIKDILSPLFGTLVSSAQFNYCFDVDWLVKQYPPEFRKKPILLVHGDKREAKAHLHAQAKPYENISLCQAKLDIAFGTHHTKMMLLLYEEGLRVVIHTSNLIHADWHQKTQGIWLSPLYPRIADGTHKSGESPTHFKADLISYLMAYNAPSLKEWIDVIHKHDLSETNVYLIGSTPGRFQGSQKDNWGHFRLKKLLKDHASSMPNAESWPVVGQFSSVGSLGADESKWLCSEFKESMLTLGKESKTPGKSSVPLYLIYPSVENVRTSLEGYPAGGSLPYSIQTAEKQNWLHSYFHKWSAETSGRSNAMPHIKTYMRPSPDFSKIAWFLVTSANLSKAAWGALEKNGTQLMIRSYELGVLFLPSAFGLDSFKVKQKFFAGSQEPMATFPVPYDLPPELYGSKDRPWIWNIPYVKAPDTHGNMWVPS
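E. coli-derived human Tdp1, 1 nM final. Cpd preinc 15 min RT; substrate 15 nM final, 5 min RT; AS bead mix 10 ug/ml final, 10 min RT. Signal loss = tyrosine-FITC cleavage. No-enzyme wells = max signal.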
N370S GC mod = inhibits or activates N370S mutant glucocerebrosidase; P04062; N370S GC spleen homogenate, 4MU-glucoside fluorescence; Potency, µM (highest dose often 59.4 µM), for the others: at the highest dose activity change, negative = inhibition, most hits filed as inhibitors; 0.092% of 330,000 active; AID 2101;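 also: 0% = full enzyme activity and -100% = no enzyme basal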
DT40 TDP1 no CPT = qHTS for Inhibitors of human tyrosyl-DNA phosphodiesterase 1 (TDP1): qHTS in cells in absence of CPT. DT40 Tdp1-/- hTDP1 cells, no CPT, ATP luminescence, 48 h. 15% of 420,000 active. Potency, µM (top dose mostly 46.2 µM), for the others: at the top dose activity change, negative = growth inhibition, hits mostly inhibitors; also: nearly all actives have a fitted effect of over 55% in size
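Luminescent ATP content (CellTiter-Glo) served as the growth readout. Knockout chicken DT40 cells expressing human TDP1 were exposed to compounds without camptothecin for a minimum 48 hr at 37 °C.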
Numbers without * were called inactive; ? = inconclusive; . = not tested or not shown; & = joins results of further samples; [ ] = remark or other dose. Calls follow the shape of the dose curve; as a rule, active = well fitted curve in the direction sought with a large enough effect; inconclusive = small, poorly fitted or top-dose-only effect, or another doubt; inactive = no such curve, though single readings can be large; an effect the other way counts as inactive or inconclusive. Unless noted, % is scaled to controls: 0 for no effect and ±100 for the full control effect; potency is read from the fitted curve at half-maximal effect.

SMILES | TDP1 inh | N370S GC mod | DT40 TDP1 no CPT
CCCCc1ccc(S(=O)(=O)Nc2nnc(C)s2)cc1 | . | ? | -19.5%
CN1CCN(C(CNC(=O)c2c(F)cccc2F)c2ccc3c(c2)OCO3)CC1 (stereo not drawn) | 3.3% | . | -9.9%
O=c1[nH]c2sc3c(c2c(=O)n1Cc1ccccc1)CCC3 | 2.0% | ? | -11.2%
O=C(c1ccco1)N1CCN(CC(O)COc2ccc3oc4ccccc4c3c2)CC1 (stereo not drawn) | 5.7% | -15.1% | ?
CCCc1nn2c(=O)cc(COC(=O)c3cccc(NC(=O)COc4ccc(F)cc4)c3)nc2s1 | -6.2% | . | -10.9%
O=C(Cc1ccc(Cl)cc1)NCCc1cnc[nH]1 | . | -15.9% | -2.9%
COc1cccc(CC(=O)Nc2c(C(=O)N3CCN(c4ccccc4F)CC3)oc3ccccc23)c1 | 8.6% | . | 4.61µM*
O=c1c2ccccc2nc(/C=C/c2ccc([N+](=O)[O-])cc2)n1CCCO | 3.5% | 0.5% | 20.6µM*
C/C(=N\NC(=O)c1ccc(O)cc1)c1cc2ccccc2o1 | 5.4% | -20.4% | ?
NS(=O)(=O)c1cccc(NC(=O)CC(NC(=O)c2ccccc2Cl)c2ccccc2)c1 (stereo not drawn) | . | -1.0% | -5.9%
O=C(c1cc2c(s1)CCC2)N1C(=O)c2ccccc2S1(=O)=O | -2.1% | 2.7% | 10.0%
Cc1ccc(-c2onc3ccc(C4(C)OCCO4)cc23)cc1 | 1.0% | 11.4% | ?
Brc1ccc(NCc2cccc3ccccc23)nc1 | 5.7% | 29.9% | -19.2%
COc1cc2c(cc1O)C(Cc1ccc(O)cc1)[N+](C)(C)CC2 (stereo not drawn) | 12.4%[56.1 µM] | -12.8% | -3.4%
CS(=O)(=O)N(Cc1ccccc1)c1ccc(C(=O)N2CCN(c3cccc(Cl)c3)CC2)cc1 | -2.6% | 7.3% | 14.1µM*
CCOC(=O)c1coc(CNC(=O)c2c(C)oc3c2CCCC3)c1 | 9.6% | 5.5% | ?
COc1ccc(S(=O)(=O)N2CCCCC2)cc1NC(=O)c1ccc(N2CCCC2=O)cc1 | 9.8% | . | -1.1%
O=C(COC(=O)Cn1cnc2ccccc21)Nc1ccc2c(c1)OCCO2 | 3.0% | -1.1%[2.35 µM] | -23.3%
CN(CC(=O)Nc1ccc(F)cc1)C(=O)c1ccc2ccccc2n1 | -7.2% | -2.5% | -37.8%
CCn1c(CNC(=O)c2ccc(OC)c(OC)c2)nnc1SCC(=O)c1ccc(OC)cc1 | -2.2% | 0.6% | ?
Cc1ccc2oc(-c3cc(NC(=O)c4ccco4)ccc3Cl)nc2c1 | 4.8%[12.3 µM] | . | ?
CCCC1CCC(=NNS(=O)(=O)c2ccc(C)c([N+](=O)[O-])c2)CC1 (stereo not drawn) | 0.0% | 19.6% | ?
CCOC(=O)Cn1c(C)cc(COC)c(C#N)c1=O | 0.0% | -2.1% | 5.17µM*
O=C(Cn1ccc([N+](=O)[O-])n1)N1CCCc2ccccc21 | 8.4% | -0.8% | -11.4%
CN1C(=O)C(CC(=O)NCC2CCCCC2)SC1=Nc1ccccc1 (stereo not drawn) | 7.2% | 14.1% | ?
Carrying on.
SMILES | TDP1 inh | N370S GC mod | DT40 TDP1 no CPT
Cc1sc(-n2c(C)ccc2C)c(C#N)c1C | 4.2% | 9.2% | ?
COC(=O)c1cc(OC)c(OC)cc1NC(=O)CCNC(=O)c1ccco1 | 7.9%[0.0935 µM] | -1.3% | -22.3%
C/C(=N\NC(=O)c1cccc(N/N=C(\C)c2ccc([N+](=O)[O-])cc2)c1)c1ccc([N+](=O)[O-])cc1 | . | -7.3% | -5.9%
Cc1ccc(S(=O)(=O)N(C)CC(=O)N2CCOCC2)cc1 | 2.3% | 0.8% | -22.7%
CCN(CCn1cccn1)Cc1nc(-c2ccc(OC)cc2)no1 | -2.5% | 20.3% | -24.5%
Cc1cc(C)nc(NCC(O)CNc2ccccc2C)n1 (stereo not drawn) | 5.2% | -2.9% | -13.5%
Nc1nnc(CC(=O)N/N=C/c2cccc([N+](=O)[O-])c2)s1 | -1.5% | -7.7% | -6.7%
Nc1nn(-c2ccccc2)c(N)c1N=Nc1cccc(F)c1 | 9.6% | 12.9% | 2.59µM*
Cc1cc(C)c(S(=O)(=O)c2ccccc2)c(Cl)n1 | 0.0% | -11.1% | -15.4%
Cc1cc(-n2c(C)cc(C(=O)COc3ccc([N+](=O)[O-])cc3)c2C)no1 | -0.6% | -16.0% | ?
COc1ccccc1C(=O)NCC(=O)OCC(=O)Nc1ccc2[nH]c(=O)[nH]c2c1 | 0.1% | 1.9% | 0.2%
COc1ccc(NC(=O)C(NS(=O)(=O)c2ccc3c(c2)CCCC(=O)N3)C(C)C)c(OC)c1 (stereo not drawn) | 0.0% | . | 0.0%
Cc1ccccc1NC(=S)N1CCN(Cc2ccc3c(c2)OCO3)CC1 | 1.9% | -15.9% | ?
Cc1ccc(S(=O)(=O)Nc2ccc(N=Nc3ccc(O)cc3)cc2)cc1 | 1.1% | ? | 4.1%
O=C(C1=COCCO1)N(Cc1nnc(-c2ccccc2Cl)o1)C1CC1 | 1.4% | . | -0.8%
CC12CC(O)C3c4ccc(O)cc4CCC3C1CC/C2=N\O (stereo not drawn) | . | -13.9% | -14.4%
C=CCSc1nnc2c(n1)OC(c1cccnc1)N(C(C)=O)c1ccccc1-2 (stereo not drawn) | 3.1% | -3.3% | -13.1%
O=C(CSc1ncn[nH]1)NCc1ccccc1 | 5.9% | 9.7% | 0.2%
CCC(C(=O)NCc1cccnc1)n1nc(C)c2sc3ccccc3c2c1=O (stereo not drawn) | 12.8% | -2.2% | ?
CCOC(=O)CSC1=Nc2ccccc2C2=NC(CC(=O)NCc3ccc(OC)cc3)C(=O)N12 (stereo not drawn) | 2.5% | -8.6% | -20.7%
COc1ccc(-c2ccc(CCC(=O)O)n2-c2ccccc2OC)cc1 | . | -6.0% | 23.1µM*
CCOC(=O)C(NC(=O)OC(C)C)(Nc1nccs1)C(F)(F)F (stereo not drawn) | 5.5% | 2.2% | -17.1%
CC(C)(C)SCCNC(=O)CN1C(=O)c2cccc3cccc1c23 | 2.5% | 6.4% | -23.4%
O=C(C1CCCN(S(=O)(=O)c2cc(Cl)ccc2Cl)C1)N1CCCC1 (stereo not drawn) | 1.1% | 0.7% | -29.9%
Cc1cccc(C(=O)NCCc2ccc(S(N)(=O)=O)cc2)c1[N+](=O)[O-] | 2.2% | 0.4% | -18.6%

Structures above that contain two or more sulfur atoms (2):
SMILES | TDP1 inh | N370S GC mod | DT40 TDP1 no CPT
CCCCc1ccc(S(=O)(=O)Nc2nnc(C)s2)cc1 | . | ? | -19.5%
O=C(c1cc2c(s1)CCC2)N1C(=O)c2ccccc2S1(=O)=O | -2.1% | 2.7% | 10.0%

Among those listed so far, 3 contain an aryl thioether with sulfur outside any ring:
SMILES | TDP1 inh | N370S GC mod | DT40 TDP1 no CPT
CCn1c(CNC(=O)c2ccc(OC)c(OC)c2)nnc1SCC(=O)c1ccc(OC)cc1 | -2.2% | 0.6% | ?
C=CCSc1nnc2c(n1)OC(c1cccnc1)N(C(C)=O)c1ccccc1-2 (stereo not drawn) | 3.1% | -3.3% | -13.1%
O=C(CSc1ncn[nH]1)NCc1ccccc1 | 5.9% | 9.7% | 0.2%

Further compounds follow:
SMILES | TDP1 inh | N370S GC mod | DT40 TDP1 no CPT
Cc1cccc(NC(=O)c2sc(-c3ccccc3)nc2-c2ccc([N+](=O)[O-])cc2)c1 | 1.1% | -0.4% | ?
Cc1ccc(-n2nc(C)c3nc(CCC(=O)Nc4cccc(C)c4C)c(=O)n(C)c32)cc1 | 3.8% | . | -1.5%
CN(C)/C=N/c1ncc(-c2ncc(C(F)(F)F)cc2Cl)cn1 | 1.2% | -9.2% | -8.3%
Cc1ccccc1NC(=O)CSc1nnc(Cc2ccccc2)o1 | 0.0% | 4.8% | 4.3%
C/C(CCc1oc2ccc(Cl)cc2c1-c1ccc(C)o1)=N\O | 5.2% | ? | ?
CCOC(=O)c1c(SCC(=O)Nc2nc3ccc(C)cc3s2)nc(=O)[nH]c1C | -5.2% | . | 5.4%
COCCCNC(=O)c1ccc(Cn2c(=O)c3ccccc3n(Cc3ccccc3C)c2=O)cc1 | 0.0%&2.0% | -5.5% | ?
COc1ccc(-c2oc3ncnc(N)c3c2-c2ccccc2)cc1 | 4.6% | 6.8% | ?
O=C(CCCN1C(=O)c2ccccc2C1=O)Nc1ccccc1 | . | 6.0% | -9.0%
COCc1ccc(CN2CCC(n3nccc3NC(=O)CCOc3ccccc3)CC2)o1 | 1.5%[56.1 µM] | -19.4% | 8.9%
COc1cccc(-c2nnc(SCc3nc4ccccc4[nH]3)n2N)c1 | -1.0% | 2.6% | ?
COc1ccc2cc(CN(Cc3cccs3)Cc3nnnn3Cc3ccccc3)c(=O)[nH]c2c1 | -2.6% | -2.5% | ?
CSc1nc(=NC(C)=O)ss1 | 4.5% | 5.0% | 35.5µM*
COc1ccccc1C(C)NC(=O)Cc1ccsc1 (stereo not drawn) | . | -12.1% | -6.8%
CCOCCCNC(c1ccccc1)c1ccncc1 (stereo not drawn) | . | 2.1% | -8.7%
C/C(=N\Nc1nc(-c2ccc(C)cc2C)cs1)c1cc2ccccc2oc1=O | 5.5% | 7.7% | ?
COC(=O)c1cn(-c2ccccc2)nc1-c1cccnc1 | 1.9% | 8.8% | 0.4%
CSc1ccccc1NC(=O)c1ccc2c(c1)CCN2S(C)(=O)=O | . | 2.1% | -18.4%
CCNC(=O)NC(=O)C(C)N1C(=O)NC(c2ccccc2)(c2ccccc2)C1=O (stereo not drawn) | . | -11.0% | -13.1%
Cn1c(N)c(C(=O)COC(=O)/C=C/c2ccccc2Cl)c(=O)n(C)c1=O | -0.1%[56.1 µM] | . | ?
O=C(N/N=C/C1CC2CCC1C2)c1ccc2c(c1)OCO2 (stereo not drawn) | 0.0% | 1.2% | 0.0%
CC(C)(C)c1nc(S(=O)(=O)c2ccc(Cl)cc2)c(N2CCOCC2)o1 | 7.9% | -13.8% | -10.0%
O=C(CNC(=O)c1ccccc1Cl)NCCc1cccs1 | 0.8% | . | -3.1%
O=c1c2cc(N3CCOCC3)ccc2[nH]c(=S)n1Cc1ccccc1Cl | 7.4% | 4.2% | -27.9%
O=C(NCc1ccon1)c1ccc(OC2CCN(CCc3ccccc3)CC2)cc1 | 6.0% | 1.0% | ?
Next records.
SMILES | TDP1 inh | N370S GC mod | DT40 TDP1 no CPT
CC(C(=O)NC1CCCC1)N(C(=O)c1ccc(-c2ccccc2)[nH]1)c1ccccc1F (stereo not drawn) | 6.7% | 14.6% | ?
COc1ccc(CCNC(=O)c2cccc(S(=O)(=O)N3CCCC3)c2)cc1 | -2.0% | -4.3% | ?
O=[n+]1c2c(n([O-])c3cc(Br)ccc31)CCC2 | -10.5% | -8.2% | -2.7%
O=C(CNC(=O)c1ccc(S(=O)(=O)N2CCCC2)cc1)N/N=C/c1ccccc1 | 0.0% | -0.3% | -24.5%
CC1(C)CC2CC(C)(CN2C(=O)COC(=O)c2ccc(O)cc2O)C1 (stereo not drawn) | 7.94µM* | . | -1.1%
O=C(Nc1ccnn1C1CCN(Cc2ccc(OC(F)F)cc2)CC1)C1CCCC1 | 2.9% | -10.9% | ?
O=C(COc1cc2oc(=O)c3c(c2cc1Cl)CCC3)NCc1ccncc1 | 0.5% | -7.5% | -21.8%
CCCOc1ccc(/C(O)=C2/C(=O)C(=O)N(CCN(C)C)C2c2ccc(O)c(OC)c2)cc1 (stereo not drawn) | 3.9% | -5.0% | -22.5%
Cc1cccc(-n2c(C)cc(C(=O)NC3CCCCC3)c2C)c1 | 0.6% | 27.9% | 13µM*
Cc1nnc(NCc2ccco2)c2ccccc12 | 1.0% | -1.7% | -15.6%
COc1ccc(CN2C(=O)NC3(CCCCCC3)C2=O)cc1F | 5.8% | -2.8% | 14.6µM*
CC1(OC(=O)c2cccs2)C(=O)C=C2C=C(c3ccsc3)OC=C2C1=O (stereo not drawn) | 4.4% | -13.7% | .
CCN1CCc2nc3sc(C(=O)c4ccccc4)c(N)c3cc2C1 | 4.6% | . | 3.66µM*
Cc1c(CNC2CCCC(C)C2C)c(C(=O)O)c(C)n1Cc1ccccc1 (stereo not drawn) | -1.2% | -2.2% | ?
Cc1ccc(S(=O)(=O)N2CCC(C(=O)OCCOc3cccc(C)c3)CC2)cc1 | -6.6% | . | 1.0%
CN1CCN(CC(=O)N/N=C/c2ccc(F)c(F)c2)CC1 | -5.3% | -22.2% | 2.2%
CCNC(=O)c1c(NC(=O)c2nc(S(=O)(=O)CC)ncc2Cl)sc2c1CCCC2 | 6.1% | . | 0.731µM*
NC(=O)CC[C@H](NC(=O)c1ccc(F)cc1)C(=O)OCC(=O)Nc1ccc(N2CCOCC2)cc1 | 2.4% | 1.3% | -26.3%
CN(C)c1ccc(C(=O)Nc2sc(Nc3ccccc3)nc2C(N)=O)cc1 | -2.7% | . | 7.31µM*
COc1ncccc1-c1nnn(-c2ccccc2)n1 | 6.4% | -0.7% | -13.1%

An excerpt, so the mix of outcomes need not match the whole.
